Bioassay records from PubChem.
p97 inhibitor – inhibitors of human p97 ATPase. P55072. recombinant p97 ATPase, Kinase-Glo ATP luminescence, 3 h. inhibition, % at 8 µM. 0.42% of 220,000 active. AID 1481; in the data active means inhibition above about 15%;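 further: 0% = DMSO vehicle and 100% = wells lacking enzyme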
S1P4 antag – antagonists of human S1P4 receptor | S1P4-expressing cells, antagonist mode, reporter read-out | 0.26% of 220,000 active | inhibition, % at 4.98 µM | O95977; in the data active means inhibition above about 29%;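 further: 0% = wells stimulated with agonist and 100% = vehicle wells without agonist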
eIF4E 4G PPI – inhibitors of eIF4E and eIF4G interaction in translation initiation; P63073+Q04637; TR-FRET eIF4E-eIF4GI(517-606) binding, 2 h; inhibition, % at 21.7 µM; 0.37% of 220,000 active;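 active means inhibition above about 30%, limit read from the data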;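 further: 0% = full FRET control wells and 100% = background wells lacking eIF4GI fragment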
NPY-Y1 PAM-ag – potentiators or agonists of human neuropeptide Y receptor Y1; P25929; AID 1304; activation, % at 3.6 µM; 0.37% of 220,000 active; NPY-Y1 expressing cells, potentiator/agonist activation; in the data active means activation above about 33%, passing the limit was not always enough;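 further: cells stimulated with NPY at EC10 then isoproterenol at EC100; 0% = low agonist plus stimulus and 100% = saturating agonist plus stimulus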
EP2 antag – inhibitors of human EP2 prostaglandin E2 receptor; 0.52% of 260,000 active; inhibition, % at 25 µM; P43116; C6 glioma cells expressing human EP2, cAMP TR-FRET; cells stimulated with saturating PGE2; AID 1422;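 active means percent inhibition above 40 after rounding to a whole number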;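 further: rat C6 glioma host cells with rolipram phosphodiesterase inhibitor present; the protocol text gives 20 µM as final concentration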
Target sequence (P43116 whole entry, looked up): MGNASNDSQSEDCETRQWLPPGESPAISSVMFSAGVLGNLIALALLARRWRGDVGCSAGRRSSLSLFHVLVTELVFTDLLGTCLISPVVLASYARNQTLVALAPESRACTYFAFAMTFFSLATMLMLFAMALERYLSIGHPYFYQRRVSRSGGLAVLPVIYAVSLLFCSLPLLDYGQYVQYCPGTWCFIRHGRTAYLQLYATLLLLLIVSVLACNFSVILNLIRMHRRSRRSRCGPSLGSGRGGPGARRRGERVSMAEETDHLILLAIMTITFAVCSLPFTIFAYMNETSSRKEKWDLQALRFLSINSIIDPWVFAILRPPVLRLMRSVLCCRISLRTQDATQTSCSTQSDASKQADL
EP2 modulator – EP2 receptor (human) modulation; EP2-expressing cells, cAMP HTRF FRET, PGE2 co-stimulation; induction, % at 25 µM; 0.83% of 260,000 active; AID 940;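 active means compounds whose cAMP rise, as percent of the full-agonist control response, exceeds 60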;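 further: rat C6 glioma line stably carrying human EP2 under a CMV promoter; the protocol text gives 20 µM as final concentration; 100% = response of wells given 1 µM PGE2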
NPY-Y1 antag – NPY-Y1 (human) receptor antagonism | HEK293-CNG Y1 cells, membrane potential fluorescence; NPY at EC95, then isoproterenol | P25929 | 1% of 200,000 active | inhibition, % at 3.6 µM;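 active means inhibition above the campaign mean inhibition of all tested compounds plus 3 SD, cut at about 20% in these data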;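 further: 0% = DMSO wells given NPY plus isoproterenol and 100% = isoproterenol alone without NPY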
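System: HEK293 cells with Y1 receptor plus CNG channel / Probe or stimulus: NPY 25 nM then isoproterenol 1 µM plus Ro 20-1724 25 µM / Compound: one concentration, 3.6 µM, in 0.4% DMSO / Schedule: compound incubation 1 h at room temperature, readout 45 min post-stimulation / Measured by: membrane potential fluorescence / Read-out: % inhibition of NPY effect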
NPY2 pot ag – potentiates or activates human NPY-Y2 receptor. activation, % at 3.6 µM. AID 1359. cells expressing NPY-Y2, potentiator/agonist read-out. 0.45% of 220,000 active; in the data active means activation above about 27%;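 further: cells stimulated with NPY near EC25 plus isoproterenol at EC100; 0% = vehicle plus submaximal agonist and 100% = vehicle plus saturating agonist; some results beyond the cut were filed as inactive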
Target sequence (P49146 whole entry, looked up): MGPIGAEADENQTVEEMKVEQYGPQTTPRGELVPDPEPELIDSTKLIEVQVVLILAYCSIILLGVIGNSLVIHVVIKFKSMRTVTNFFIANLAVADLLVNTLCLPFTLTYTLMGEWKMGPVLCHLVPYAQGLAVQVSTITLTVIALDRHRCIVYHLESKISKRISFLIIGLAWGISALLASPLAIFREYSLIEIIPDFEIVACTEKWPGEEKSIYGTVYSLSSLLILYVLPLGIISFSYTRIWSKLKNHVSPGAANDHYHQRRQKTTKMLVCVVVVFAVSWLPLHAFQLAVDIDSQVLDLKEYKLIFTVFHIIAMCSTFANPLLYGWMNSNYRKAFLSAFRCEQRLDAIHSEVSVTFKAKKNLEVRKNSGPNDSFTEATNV
S1P4 agonist – human S1P4 receptor agonism. O95977. S1P4-expressing cell line, agonist reporter assay. activation, % at 4.98 µM. 0.35% of 220,000 active. AID 1509; in the data active means activation above about 11%;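 further: 0% = DMSO vehicle and 100% = reference agonist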
The depositor's hits bear a star; x = no result given; & = joins results of further samples; [ ] = remark or other dose. Only part of the results is shown; the hit share may differ from the screen's.

Structure,p97 inhibitor,S1P4 antag,eIF4E 4G PPI,NPY-Y1 PAM-ag,EP2 antag,EP2 modulator,NPY-Y1 antag,NPY2 pot ag,S1P4 agonist
NC(=O)CC[C@H](NC(=O)c1ccc(F)cc1)C(=O)OCC(=O)NCc1ccc(F)cc1,-2,0,1,1,4,12,1,3,1.6
CC1CCCN(CCOc2ccc(Br)cc2)C1 (configuration not stated),4,-9,-1[fluorescence artefact?],-7,3,12,2,0,-3.6
CN(C)/C=C/C(=O)c1nnn(C2CCCCC2)c1NC1CCCCC1,0,-15,-3,-32,8,31,22*,8,1.9
O=S(=O)(c1ccc(Cl)cc1)n1nnc2ccccc21,2,-12,2[fluorescence artefact?],-13,10,31,10,-3,-0.2
c1ccc(-c2nc(N3CCCCCC3)nc(-n3ccnc3)n2)cc1,-4,13,6,-14,4,22,9,-5,-2.7
CCOC(=O)C1=C(C)NC(SCC(=O)OC)=C(C#N)C1c1ccc(C(=O)OC)cc1 (configuration not stated),4,1,-4,-13,6,16,4,-3,1.1
Cc1ccc(NS(=O)(=O)c2ccc3c(c2)NC(=O)CC(=O)N3)cc1C,5,-9,-2,8,5,-28,-2,11,3.2
CCn1c2ccccc2n2c(=O)c(=O)n(CC(=O)N3CCN(c4ccccc4OC)CC3)nc12,-2,-17,-1,-1,2,8,0,-1,1.9
CCOC(=O)c1ccccc1NC(=O)c1cccnc1,6,-8,-3,-31,2,27,2,-1,1.1
CC(C)(C)c1ccc(Cn2cnc(-c3ccc([N+](=O)[O-])cc3)c2)cc1,-1,-6,19,-18,1,-6,-3,3,-0.2
O=C(Nc1ccc(Cl)c(Cl)c1)N1CCC(N2CCCCC2)CC1,3,-5,-5,-5,-2,-16,-1,-4,-1.0
Cc1ccc(-c2csc(NC(=O)Cn3cnc4c3c(=O)n(C)c(=O)n4C)n2)cc1C,3,-20,-5,6,12,2,15,6,-5.3
O=C(Cc1cccs1)NCc1cn2ccccc2n1,5,-72,5,-4,x,4,-2,5,-2.5
O=C(CN1CCCC1)Nc1ccc(OCc2ccccc2)cc1,3,4,-3,-1,15&4,-107&-48,2,-5,2.2
Cc1ccc(-c2nn(C)c(=O)c3ccccc23)cc1CNC(=O)CN1CCOCC1,2,-21,0,-7,14,15,-1,-7,1.8
O=C(NCc1ccc2c(c1)OCO2)c1cc2n(n1)C(C(F)(F)F)CC(c1ccc3c(c1)OCO3)N2 (configuration not stated),5,-25,6,-2,x,-4,4,-1,1.1
O=C(OCC(=O)c1c[nH]c2ccccc12)c1cccc(S(=O)(=O)N2CCCCCC2)c1,-3,-26,-3,24,6,10,-6,6,0.5
O=C(N/N=C/c1ccc([N+](=O)[O-])cc1)c1ccc2nc[nH]c2c1,7,-7,4,24,9,7,-3,13,-0.5
CC(C)c1nc(SCc2c(F)cccc2Cl)c2c(=O)n(C)c(=O)n(C)c2n1,-6,-38,1,2,11,80*,-1,-3,-0.5
O=C(Cc1cccs1)Nc1ccccc1NC(=O)Cc1cccs1,7,-11,2,7,8,25,4,9,-1.8
Cc1n[nH]c(=S)n1/N=C/c1ccc(Br)o1,4,-14,8,1,13,-3,3,11,0.1
COCc1ccc(CN2CCCC(CCC(=O)NCc3ccc(C)o3)C2)o1 (configuration not stated),-1,-14,2,-7,2,6,0,0,1.6
O=C(NC(=S)NCCc1ccc(Cl)cc1)c1ccco1,-1,-9,0,-7,16,-66,1,2,1.1
Cc1ccc(C)c(S(=O)(=O)N2CCCOC2CNC(=O)C(=O)NCCC2=CCCCC2)c1 (configuration not stated),1,-29,-1,3,10,29,-3,16,1.2
Cc1cc(C(=O)OCC(=O)N2CCN(C(=O)c3ccco3)CC2)c(C)n1-c1ccc(F)cc1,-2,-8,6,-14,15,13,11,-19,0.7
O=C(O)CCSc1nnc(SCC(=O)NCC(F)(F)F)s1,3,-20,56*,-9,4,15,-1,4,-0.6
CCOc1ccc(S(=O)(=O)NCCC(=O)OCC(=O)N2CC(=O)Nc3ccccc32)cc1,1,-18,-1,-1,-1,-34,-6,6,3.1
C/C(=N\Nc1ccccc1[N+](=O)[O-])c1ccc(N2CCOCC2)cc1,3,-9,0,-11,6,-33,-5,-1,-3.8
NC(=O)CSc1nnc(Cn2cnc3ccccc32)o1,2,-14,0,12,7&7,8&12,-2,-7,-1.5
Cc1nc(NCc2ccccn2)c2ccccc2n1,4,-4,26,8,13,13,5,6,-1.1
FC(F)(F)c1cccc(NC(=S)N2CCN(c3ccccn3)CC2)c1,1,-19,2,11,13,-54,-6,15,2.9
O/N=C/c1cc(Cl)ccc1OCc1cccc2ccccc12,-2,-14,5,-42,20,-2,8,-20,1.4
O=C(NCCc1ccccc1)C(=O)Nc1ccc([N+](=O)[O-])cc1,7,-11,0,7,7,0,-3,-4,0.3
CCn1ncc(C2=NOC(C(=O)NCCc3ccccc3)C2)c1C (configuration not stated),2,1,2,-9,10,26,2,7,0.0
Cn1c(=O)c2c(ncn2CCCC(=N)N2CCOCC2)n(C)c1=O,2,-14,-4,5,6,17,4,-1,1.6
CC(C)(C)c1ccc(NNC(=O)C2CCC2)cc1,8,13,2,8,11,-25,x,-8,-0.1
CCOc1cc2[nH]c(=O)n(CCCCC(=O)N3CCCCCC3)c(=O)c2cc1OCC,-1,-7,8,-8,3,9,-2,9,-2.9
O=C(NCC1CCCO1)C1CCN(CC2CCCCC2)CC1 (configuration not stated),7,-4,-7[fluorescence artefact?],6,15&6,25&8,0,-2,-0.2
COc1ccccc1CNC(=O)C1CCN(C(=O)NC2CCCCC2)CC1,6,-17,0,15,9,18,-2,1,0.8
COc1cc(C(=O)N2CCN(C(=O)C3CC3)CC2)cc(OC)c1OC,5,0,-1,7,13,16,-1,5,0.8
Brc1cnc(N2CCCC2)nc1N1CCCCC1,-4,0,2,-4,4,49,4,0,0.6
Cc1cc(C)n(-c2ccc(C(=O)N3CC(C)OC(C)C3)cc2)n1 (configuration not stated),-6,-8,1,-10,4,-8,-4,-9,1.3
O=C(c1cc2ccccc2oc1=O)N(Cc1cccs1)C1CCS(=O)(=O)C1 (configuration not stated),4,-2,0,-1,3,15,1,5,0.5
NC(=O)C1CCN(CC(=O)Nc2ccccn2)CC1,2,-9,3,9,4,28,5,11,-3.9
COc1ccc(O)c(/C=N/N2CCOCC2)c1,-1,-15,-9,-2,4,-17,x,10,1.1
CCOC(=O)/C(=C\C=C\c1ccccc1)NC(=O)c1ccccc1,-3,-9,3,2,4,-8,4,6,-0.1
CCOCCCNC(=S)N1CCCN(c2nc3c(C)c(C)ccc3cc2C#N)CC1,-9,-18,-5,-41,11&3,18&31,11,-27,-0.8
Cc1ccc(C)c(OCCSc2nnc(-c3cccnc3)n2N)c1,-4,-17,14[fluorescence artefact?],4,3,-21,-1,-1,2.1
CC(Sc1nc(-c2ccccc2)cc(C(F)(F)F)n1)C(=O)N1CCOCC1 (configuration not stated),-3,1,6[fluorescence artefact?],-22,13&13,4&-3,-5,-14,-1.4
COCCn1nnnc1C(C(C)C)N1CCN(C(=O)c2ccco2)CC1 (configuration not stated),-1,-5,4,6,15&12,16&12,2,-24,1.7
Cc1cc(NC(=O)CCOc2ccccc2)no1,4,0,x,8,27,x,-5,3,1.0
COc1ccccc1-c1nnc(SCc2nc3ccccc3[nH]2)n1C,-5,-6,-6,-11,0,2,-2,-16,0.6
O=C(NCc1cn(-c2ccccc2)nc1-c1ccccc1)c1ccc([N+](=O)[O-])cc1,1,-11,7[fluorescence artefact?],-11,0,4,7,5,2.1
CCc1ccc(OCCOCC(O)CNC(C)CC)cc1 (configuration not stated),-7,-10,3,-25,4,-8,5,-1,1.4
Cc1ccsc1C(=O)NNC(=O)C1CC=CCC1C(=O)O (configuration not stated),-5,-20,-34[fluorescence artefact?],-4,3,12,-7,5,0.8
CC(Sc1nnc(NC(=O)c2cc3ccccc3oc2=O)s1)c1ccccc1 (configuration not stated),3,-13,0[fluorescence artefact?],7,13,3,5,-1,-3.0
CCOc1ccc(NC(=O)COC(=O)CCCc2c[nH]c3ccccc23)cc1,-5,-7,1,-28,6,25,8,-38,-0.2
CCOC(=O)C(=NC1CCCCC1)NNc1cccc(C(F)(F)F)c1,3,-6,-6,-11,9,6,4,11,0.4
CC1=CC(=O)c2ccccc2C1=O,-2,-11,9,2,46*,-40&-31,-3,1,0.5
Cc1ccc(C)c(OCCn2cc(/C=C(\C#N)C(=O)NCc3cccs3)c3ccccc32)c1,-1,2,x,-4,7,-4,6,-10,-1.1

(list continues)
Structure,p97 inhibitor,S1P4 antag,eIF4E 4G PPI,NPY-Y1 PAM-ag,EP2 antag,EP2 modulator,NPY-Y1 antag,NPY2 pot ag,S1P4 agonist
COc1ccc(C)cc1S(=O)(=O)Nc1cccc(Cl)c1Cl,-8,-5,1[fluorescence artefact?],-14,6,5,5,-15,1.9
CCCCN(CC)S(=O)(=O)c1ccc(C(=O)Nc2nnc(COC)o2)cc1,-8,10,-2[fluorescence artefact?],10,13,11,5,11,-0.4
CCC(C)Nc1ncnc2c1cnn2Cc1ccc(Cl)cc1 (configuration not stated),-5,-1,2,-9,14,-10,5,8,-0.9
Cc1cc(NC(=O)C2CC(c3ccc(F)cc3)=NO2)n(-c2ccccc2)n1 (configuration not stated),-8,-25,2,11,11,-6,-4,8,-1.5
O=c1c2c3c(sc2nc2sc(C4CC4)nn12)CCCC3,-2,-6,-9[fluorescence artefact?],3,14,13,0,-1,2.8
O=C1COc2ccc(C(=O)COC(=O)Cn3cnc4ccccc43)cc2N1,4,-7,-2,-10,24,16,0,6,-0.1
CN(C)c1ccc(N=C/C=C2/N(C)c3ccccc3C2(C)C)cc1,-3,-11,0,5,21,-12,-1,10,0.1
CCOC(=O)C1=C(C)NC(C)=C(C(=O)OCC)C1,2&0,-21&-12,-6&-2,13&-3,2&1,22&8,-2,4&15,-0.6&0.3
Cc1cccc(NC(=O)C2CCCN(S(=O)(=O)c3cccc4nsnc34)C2)n1 (configuration not stated),-1,-16,-16,-2,8,1,5,-7,1.4
CC(C)CN(C(=O)COC(=O)Cc1n[nH]c(=O)c2ccccc12)C1CCS(=O)(=O)C1 (configuration not stated),2,-8,4,-3,15,4,0,5,-1.1
O=C(Nc1cccc2c1CCCC2)c1ccncc1,-4,-2,0,-1,7,21,3,-2,-1.1
CCOc1ccc(-n2cc(-c3ccc(OC)c(OC)c3)[nH]c2=S)cc1,0,-7,-3,4,7,-55,-4,17,0.8
CC1CCCCC12NC(=O)N(CC(=O)NC(=O)NCc1ccco1)C2=O (configuration not stated),-1,-6,-11,-3,9,2,-1,7,-0.6
O=C(CCN1C(=O)c2ccncc2C1=O)Nc1ccc2c(c1)OCCO2,5,3,-1[fluorescence artefact?],19,11,-2,4,17,0.4

Some of the entries above in a different format:
The line under a structure holds: p97 inhibitor	S1P4 antag	eIF4E 4G PPI	NPY-Y1 PAM-ag	EP2 antag	EP2 modulator	NPY-Y1 antag	NPY2 pot ag	S1P4 agonist
CC1CCCCC12NC(=O)N(CC(=O)NC(=O)NCc1ccco1)C2=O (configuration not stated)
 : -1	-6	-11	-3	9	2	-1	7	-0.6
O=C(CCN1C(=O)c2ccncc2C1=O)Nc1ccc2c(c1)OCCO2
 : 5	3	-1[fluorescence artefact?]	19	11	-2	4	17	0.4
